D3 ag: activates the human D3 dopamine receptor; P35462; hit rate 0.58% among 410,000; AID 652048; max activation, %; D3R DiscoveRx beta-arrestin cells, luminescence, 90 min; in the data active = max activation above about 30%; also: 0% is about no effect; mostly tested at two doses, the higher about 12 µM
Target sequence (P35462 whole entry, looked up): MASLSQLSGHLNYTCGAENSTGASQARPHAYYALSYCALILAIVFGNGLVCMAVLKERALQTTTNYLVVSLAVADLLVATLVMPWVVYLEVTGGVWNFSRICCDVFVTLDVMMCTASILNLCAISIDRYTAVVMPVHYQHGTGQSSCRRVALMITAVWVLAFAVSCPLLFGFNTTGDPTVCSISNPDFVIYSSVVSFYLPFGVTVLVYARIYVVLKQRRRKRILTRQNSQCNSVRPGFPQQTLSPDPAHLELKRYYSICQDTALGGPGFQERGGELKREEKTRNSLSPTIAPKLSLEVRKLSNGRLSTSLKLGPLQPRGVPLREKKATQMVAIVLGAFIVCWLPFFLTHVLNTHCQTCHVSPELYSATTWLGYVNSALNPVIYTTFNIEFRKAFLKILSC
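Agonist-mode cell screen: cells plated at 1500/well and incubated overnight at 37 °C, then exposed to library compounds for 90 min at 37 °C. Detection reagent was added for 30–60 min at room temperature, and luminescence was read.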
HEK293 tox: cytotoxicity counter-screen for GLP-1 receptor inverse agonists. HEK293 cAMP-luciferase reporter cells, luminescence, 24 h. Potency, µM (titrated, usually from 38.3 µM), for inactives: at the top dose activity change, negative = inhibition, most hits filed as inhibitors. hit rate 0.13% among 410,000. AID 624418;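 also: loss of luciferase light is scored as toxicity; potency is read from the fitted curve at half-maximal effect; % is scaled to controls: 0 for no effect and ±100 for the full control effect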
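Here, cytotoxicity is scored as loss of luminescence. The MLSMR collection was tested on cells seeded in medium containing 10% Nu serum, with a 24 hr compound exposure preceded by 12 hours of culture.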
GLP-1R inv ag: acts as inverse agonist at human GLP-1 receptor | P43220 | HEK293 GLP-1R CRE-luciferase, luminescence, 24 h; GLP-1R form is constitutively active | Potency, µM (highest dose often 38.3 µM), inactives show at the highest dose activity change, negative = inhibition, usual class: inhibitors | hit rate 1.6% among 410,000; also: potency is read from the fitted curve at half-maximal effect; % is scaled to controls: 0 for no effect and ±100 for the full control effect; nearly all actives have a fitted effect of over 55% in size
Target sequence (P43220 whole entry, looked up): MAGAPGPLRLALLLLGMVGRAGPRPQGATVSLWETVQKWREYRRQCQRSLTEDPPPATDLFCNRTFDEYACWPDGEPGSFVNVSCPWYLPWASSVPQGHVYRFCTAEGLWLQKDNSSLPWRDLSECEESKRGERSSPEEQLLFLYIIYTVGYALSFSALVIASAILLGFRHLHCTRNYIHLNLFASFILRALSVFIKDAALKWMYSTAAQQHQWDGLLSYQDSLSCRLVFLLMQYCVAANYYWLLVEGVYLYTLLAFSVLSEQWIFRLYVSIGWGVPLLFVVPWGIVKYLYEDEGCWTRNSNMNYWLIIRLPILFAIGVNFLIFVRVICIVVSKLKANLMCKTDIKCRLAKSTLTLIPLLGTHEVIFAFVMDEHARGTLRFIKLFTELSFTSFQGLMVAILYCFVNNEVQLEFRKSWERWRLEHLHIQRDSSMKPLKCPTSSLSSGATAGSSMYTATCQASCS
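Constitutively active GLP-1R drives a cAMP-responsive luciferase in stably transfected HEK293 cells; test compounds are added after overnight (12 h) attachment and left 24 hr, and signal loss in luminescence marks inhibition.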
TDP43 rescue: TDP-43 toxicity inhibition in yeast | TDP-43 expressing yeast growth rescue, BacTiter-Glo, 24 h | Potency, µM (doses to about 46.1 µM), for the others: at the highest dose growth rescue (activation), usual class: activators | hit rate 1.8% among 410,000; also: potency is read from the fitted curve at half-maximal effect; % of control where 0% means no effect; nearly all actives have a fitted effect of over 50% in size
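Galactose-induced TDP-43 yeast, OD600=0.02, compound pinned; 24 hr, 30 deg C; BacTiter-Glo luminescence for growth. Inhibitors of TDP-43 toxicity read as activators.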
KB-V1 cytotox: KB-V1 MDR subline cytotoxicity; KB-V1 MDR cells viability, CellTiter-Glo, 72 h; Potency, µM (doses to about 46.1 µM), inactives show at the highest dose activity change, negative = cytotoxicity, most hits filed as cytotoxic; hit rate 3.4% among 400,000; AID 1347076; also: potency is read from the fitted curve at half-maximal effect; % is scaled to controls: 0 for no effect and ±100 for the full control effect; nearly all actives have a fitted effect of over 60% in size
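Luminescent ATP read-out (CellTiter-Glo, 10 min) measures survival of drug-selected KB-V1 MDR cells after 72 h, 37 degrees C compound exposure. Medium: phenol-red-free DMEM, 10% FBS. Values from fitted concentration-response curves.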
DRD3 antagonist: blocks the human D3 dopamine receptor | D3R cells, DiscoveRx beta-arrestin luminescence, antagonist mode; active compounds read low | P35462 | max response, negative = inhibition, % | hit rate 2.5% among 360,000; in the data active = max response below about -50%; inconclusive = no clear call, values can overlap the other calls; also: % is scaled to controls: 0 for no effect and ±100 for the full control effect; mostly tested at two doses, the higher about 12 µM
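Cells expressing the human receptor were seeded at 1500 cells/well, incubated overnight at 37 degrees C in 5% CO2, then exposed to library compounds with dopamine controls for 90 minutes at 37 degrees C before luminescent detection.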
PTHR1 ag: agonists of human PTHR1 parathyroid hormone receptor; HEK293 GP2 PTHR1 cells, GloSensor cAMP luminescence, 1 h; Potency, µM (top dose mostly 115 µM), for the others: at the top dose activation, hits mostly activators; hit rate 0.075% among 410,000; AID 743266; also: potency is read from the fitted curve at half-maximal effect; nearly all actives have a fitted effect of over 55% in size; some results filed as inactive show a strong effect at the top dose; inactives centre near -15; many of its hits are not listed in these tables
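HEK-293-derived GP2 cells expressing PTHR1 and a GloSensor cAMP reporter, 3,000/well, plated overnight, given luciferin plus IBMX (each 0.5 mM as added) for 1 h at 37 °C, then compound for 1 h at 37 °C. Luminescence was read after 15 min at room temperature.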
aSyn rescue: alpha-synuclein toxicity inhibition in yeast | hit rate 0.14% among 370,000 | Potency, µM (top dose mostly 46.1 µM), inactives show at the highest dose growth rescue (activation), actives largely listed as activators | Yeast expressing alpha-synuclein, growth rescue, BacTiter-Glo, 24 h | AID 652106; also: potency is read from the fitted curve at half-maximal effect; % of control where 0% means no effect; nearly all actives have a fitted effect of over 65% in size
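Rescue of yeast growth: cells expressing toxic alpha-synuclein, induced in galactose at OD600 0.02, incubated with compound 24 h at 30 C. ATP luminescence quantified growth; inhibitors of toxicity appear as activators.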
GLP1R ag: activates the human GLP-1 receptor; HEK293 GLP-1R CRE-luciferase, luminescence, 4-6 h; cells express a hypersensitive GLP-1R form; Potency, µM (titrated, usually from 45.6 µM), inactives show at the highest dose activation, actives largely listed as activators; hit rate 0.007% among 380,000; AID 624172; P43220; also: potency is read from the fitted curve at half-maximal effect; % of control where 0% means no effect
Starred values were filed as active, the others as inactive; [ ] = dose if it differs, or a comment. Unless noted, calls follow the shape of the dose curve; as a rule, active = well fitted curve in the direction sought with a large enough effect; inconclusive = small, poorly fitted or top-dose-only effect, or another doubt; inactive = no such curve, though single readings can be large; an effect the other way counts as inactive or inconclusive. These rows are one share of the data; rates above refer to the full screens.

For Cc1ccc(NC(=O)N2CCC(n3c(C)nc4cccnc43)CC2)c(Cl)c1 the results were D3 ag 1, HEK293 tox 2%, GLP-1R inv ag 12%, TDP43 rescue 25%, KB-V1 cytotox 24% and PTHR1 ag -4%.
`O=C(N/N=C/c1cccnc1)c1cc2ccccc2o1` gave D3 ag -5, HEK293 tox 2%, GLP-1R inv ag 8%, TDP43 rescue -20%, KB-V1 cytotox -14%, DRD3 antagonist -15, PTHR1 ag -21%, aSyn rescue -4% and GLP1R ag -1%.
Screening CCOC(=O)c1ccccc1NC(=O)N(C)CCc1c(C)nn(CC)c1C returned D3 ag 2, HEK293 tox -4%, GLP-1R inv ag 7%, TDP43 rescue inconclusive, KB-V1 cytotox 2% and PTHR1 ag -12%.
COC(=O)c1cccc(NC(=S)Nc2cccc(Cl)c2C)c1 was read as D3 ag 3, HEK293 tox 1%, GLP-1R inv ag -18%, TDP43 rescue inconclusive, KB-V1 cytotox -29%, DRD3 antagonist -5, PTHR1 ag -11%, aSyn rescue -1% and GLP1R ag -8%.
For CCCC(=O)NCc1ccccc1Cl the results were D3 ag 1, HEK293 tox -15%, GLP-1R inv ag -15%, TDP43 rescue 13%, KB-V1 cytotox 14%, DRD3 antagonist -5, PTHR1 ag inactive, aSyn rescue -9% and GLP1R ag -1%.
`CN(C)C(=O)C1C2NC(=S)N(c3ccccc3)C1(C)Oc1ccccc12` (stereo not drawn) gave D3 ag 1, HEK293 tox -2%, GLP-1R inv ag 19%, TDP43 rescue -6%[9.22 µM], KB-V1 cytotox 0%, DRD3 antagonist -11, PTHR1 ag -1%, aSyn rescue 1% and GLP1R ag 0%.
O=C(CNC(=O)c1cccs1)Nc1cccc(S(=O)(=O)N2CCOCC2)c1 was read as D3 ag -18, HEK293 tox -9%, GLP-1R inv ag 12%, TDP43 rescue -5%, KB-V1 cytotox 0%, DRD3 antagonist -8, PTHR1 ag 0%, aSyn rescue -5% and GLP1R ag -4%.
`CCOC(=O)C(CC1=CS(=O)(=O)c2ccc(Cl)cc21)(NC(C)=O)C(=O)OCC` gave D3 ag 2, HEK293 tox -17%, GLP-1R inv ag 0%, TDP43 rescue 20%, KB-V1 cytotox inconclusive, DRD3 antagonist 21, PTHR1 ag -9%, aSyn rescue -7% and GLP1R ag -1%.
`O=C1c2ccccc2CCC12N=NCC2c1ccc(Cl)cc1` (stereo not drawn) gave D3 ag -11, HEK293 tox 4%, GLP-1R inv ag -4%, TDP43 rescue inconclusive, KB-V1 cytotox 9%, DRD3 antagonist -9, PTHR1 ag inactive, aSyn rescue 14% and GLP1R ag -15%.
Screening O=C(Nc1ccccc1C(=O)N1CCOCC1)c1ccc(Br)cc1 returned D3 ag -3, HEK293 tox 4%, GLP-1R inv ag 19%, TDP43 rescue 27%, DRD3 antagonist -1, PTHR1 ag inactive, aSyn rescue 2% and GLP1R ag -13%.
`Cc1nc(CC(=O)c2ccc(O)c(C)c2O)cs1` gave D3 ag 4, HEK293 tox -4%, GLP-1R inv ag 10%, TDP43 rescue inconclusive, KB-V1 cytotox 0%, DRD3 antagonist 9, PTHR1 ag -15%, aSyn rescue 11% and GLP1R ag -5%.
For CC1CCCN(S(=O)(=O)c2ccc([N+](=O)[O-])cc2)C1 (stereo not drawn) the results were D3 ag -7, HEK293 tox -14%, GLP-1R inv ag 10%, TDP43 rescue 8%, KB-V1 cytotox -28%, DRD3 antagonist 2, PTHR1 ag -15%, aSyn rescue 0% and GLP1R ag -6%.
Cc1cc(C)n(-c2nc3ccccc3nc2Nc2ccc(Cl)c(Cl)c2)n1 was read as D3 ag -8, HEK293 tox 1%, GLP-1R inv ag 10%, TDP43 rescue -1%, KB-V1 cytotox 1% and PTHR1 ag inconclusive.
`CC(=O)N1c2c(cc(Br)cc2S(=O)(=O)Nc2ccc(OC(F)(F)F)cc2)CC1C` (stereo not drawn) gave D3 ag -13, HEK293 tox -6%, GLP-1R inv ag inconclusive, TDP43 rescue -4%, KB-V1 cytotox -2%, PTHR1 ag -52%[inhibitor] and GLP1R ag -2%.
`CC(C)(C)c1ccc(C(=O)NC(=S)NNC(=O)c2cccs2)cc1` gave D3 ag 3, HEK293 tox -1%, GLP-1R inv ag inconclusive, TDP43 rescue 11%, KB-V1 cytotox inconclusive, DRD3 antagonist 2, PTHR1 ag -30%, aSyn rescue 9% and GLP1R ag -23%.
Screening S=C1NC[C@H](c2ccccc2)N1CCCCC1CCCCC1 returned D3 ag -36, HEK293 tox 3%, GLP-1R inv ag inconclusive, TDP43 rescue -11%, KB-V1 cytotox -18%, DRD3 antagonist 0, PTHR1 ag inactive, aSyn rescue inconclusive and GLP1R ag 4%.
Screening CCOc1ccccc1C=Nc1ccccc1C(=O)Nc1ccccc1 returned D3 ag 3, HEK293 tox -13%, GLP-1R inv ag 3%, TDP43 rescue 18%, KB-V1 cytotox -9%, DRD3 antagonist -1, PTHR1 ag -21%, aSyn rescue -9% and GLP1R ag 0%.
`N#Cc1cn(CCCOc2ccccc2)c2ccccc12` gave D3 ag -7, HEK293 tox 13%, GLP-1R inv ag inconclusive, TDP43 rescue 23%, KB-V1 cytotox inconclusive, DRD3 antagonist -7, PTHR1 ag -12%[57.5 µM], aSyn rescue -5% and GLP1R ag 8%.
`O=C(COC(=O)c1nc(Cl)c(Cl)c(Cl)c1Cl)NCc1ccccc1` gave D3 ag -1, HEK293 tox inconclusive, GLP-1R inv ag inconclusive, TDP43 rescue inconclusive, KB-V1 cytotox 11%, DRD3 antagonist inconclusive, PTHR1 ag -83%[inhibitor], aSyn rescue 8% and GLP1R ag -5%.
Screening c1ccc(N2CCN(c3nc4ccccc4[nH]3)CC2)nc1 returned D3 ag 3, HEK293 tox 3%, GLP-1R inv ag 1%, TDP43 rescue 11%, KB-V1 cytotox -4%, DRD3 antagonist 2, PTHR1 ag inactive, aSyn rescue 3% and GLP1R ag 6%.
`O=C(NC(=O)c1ccncc1)NC(c1ccccc1)c1ccccc1` gave D3 ag -9, HEK293 tox 20%, GLP-1R inv ag 23%, TDP43 rescue -9%, KB-V1 cytotox inconclusive, DRD3 antagonist -7, PTHR1 ag -64%[inhibitor], aSyn rescue -5% and GLP1R ag 1%.
Screening CC1CCCN(C(=O)c2cccc(S(=O)(=O)NCc3ccccc3)c2)C1 (stereo not drawn) returned D3 ag 1, HEK293 tox -9%, GLP-1R inv ag -4%, TDP43 rescue 7%, KB-V1 cytotox -13%, DRD3 antagonist -54*, PTHR1 ag -14%, aSyn rescue 0% and GLP1R ag 0%.
Screening CN1CCN(CC(=O)Nc2ccccc2Sc2ccccc2)CC1 returned D3 ag -6, HEK293 tox 0%[7.66 µM], GLP-1R inv ag -27%[7.66 µM], TDP43 rescue 3%[9.22 µM], KB-V1 cytotox 0%, DRD3 antagonist -17, PTHR1 ag -38%[inhibitor], aSyn rescue -2% and GLP1R ag 46%.
O=C(NCC(=O)N(Cc1cccs1)C(C(=O)NC1CCCC1)c1ccco1)c1cccs1 (stereo not drawn) was read as D3 ag -1, HEK293 tox -9%, GLP-1R inv ag -17%, TDP43 rescue 9%, KB-V1 cytotox 0%, DRD3 antagonist 2, PTHR1 ag -4%[57.5 µM], aSyn rescue -8% and GLP1R ag -4%.
`Cc1ccc2cc(CCNC(=O)CCCc3ccccc3)c(=O)[nH]c2c1C` gave D3 ag 11, HEK293 tox -5%, GLP-1R inv ag 8%, TDP43 rescue -8%, KB-V1 cytotox -17%, DRD3 antagonist 4, PTHR1 ag -3%, aSyn rescue 3% and GLP1R ag 6%.
For Cc1ccc(NC(=O)Cn2c(=O)n(CCCC(=O)NCc3ccco3)c(=O)c3ccccc32)cc1 the results were D3 ag 0, HEK293 tox -13%, GLP-1R inv ag -19%, TDP43 rescue 9%, KB-V1 cytotox -4%, DRD3 antagonist inconclusive, PTHR1 ag inactive, aSyn rescue -9% and GLP1R ag -7%.
For CC(NC(=O)CSc1ncccn1)c1ccccc1 (stereo not drawn) the results were D3 ag -4, HEK293 tox 11%, GLP-1R inv ag -14%, TDP43 rescue -6%, KB-V1 cytotox -6%, DRD3 antagonist -15, PTHR1 ag inactive, aSyn rescue -3% and GLP1R ag -1%.
For Cc1ccc(C2=NOC3(CC(=O)N(c4ccc(C)cc4)C3=O)C2)cc1 (stereo not drawn) the results were D3 ag 7, HEK293 tox 3%, GLP-1R inv ag 8%, TDP43 rescue 3%, KB-V1 cytotox inconclusive, DRD3 antagonist 4, PTHR1 ag inactive, aSyn rescue 8% and GLP1R ag -10%.
For CC(=O)c1cccc(-c2ccc(CN3C(CC(C)C)C(=O)N(Cc4cn(CC5CCCCC5)nn4)CCS3(=O)=O)cc2)c1 (stereo not drawn) the results were D3 ag -4, HEK293 tox -3%, GLP-1R inv ag inconclusive, TDP43 rescue 5%, KB-V1 cytotox 11%, DRD3 antagonist -8, PTHR1 ag -25%, aSyn rescue -13% and GLP1R ag 9%.
`CNC(=O)C(Sc1ccccc1)c1ccccc1` (stereo not drawn) gave D3 ag -1, HEK293 tox -2%, GLP-1R inv ag 1%, TDP43 rescue 23%, KB-V1 cytotox 0%, DRD3 antagonist 21, PTHR1 ag inactive, aSyn rescue 1% and GLP1R ag 19%.

Gathered by group: the entries above containing bromine (2)
Screening O=C(Nc1ccccc1C(=O)N1CCOCC1)c1ccc(Br)cc1 returned D3 ag -3, HEK293 tox 4%, GLP-1R inv ag 19%, TDP43 rescue 27%, DRD3 antagonist -1, PTHR1 ag inactive, aSyn rescue 2% and GLP1R ag -13%.
`CC(=O)N1c2c(cc(Br)cc2S(=O)(=O)Nc2ccc(OC(F)(F)F)cc2)CC1C` (stereo not drawn) gave D3 ag -13, HEK293 tox -6%, GLP-1R inv ag inconclusive, TDP43 rescue -4%, KB-V1 cytotox -2%, PTHR1 ag -52%[inhibitor] and GLP1R ag -2%.
